Compound activity deposited in PubChem by National Center for Advancing Translational Sciences (NCATS).
Apoferritin bind – candidate novel general anesthetic via apoferritin binding. P02791. apoferritin/1-aminoanthracene competitive binding, fluorescence. Potency, µM (highest dose often 77.5 µM), inactives show at the top dose activity change, negative = displacement, usual class: inhibitors. actives 0.074% (n = 350,000). AID 485281; also: potency is read from the fitted curve at half-maximal effect; % is scaled to controls: 0 for no effect and ±100 for the full control effect; nearly all actives have a fitted effect of over 20% in size
Target sequence (P02791 2-175 limits assumed): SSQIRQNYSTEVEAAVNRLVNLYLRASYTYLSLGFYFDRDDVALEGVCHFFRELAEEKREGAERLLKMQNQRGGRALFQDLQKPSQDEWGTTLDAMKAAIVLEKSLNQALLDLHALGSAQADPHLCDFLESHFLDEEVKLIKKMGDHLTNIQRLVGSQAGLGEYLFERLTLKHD
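Probe: 1-aminoanthracene (50% saturated, PBS). Protein: horse-spleen apoferritin, 10 uM. Incubation: 10 min, room temperature. Detection: 380 nm excitation, 535 nm emission. Analysis: normalized response, four-parameter Hill.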
RXFP1 ag – activates the human relaxin receptor RXFP1; HEK293T-RXFP1 cAMP TR-FRET, 30 min; response scale: percent of porcine relaxin response, buffer zero; Potency, µM (doses to about 57.5 µM), for the others: at the top dose activation, actives largely listed as activators; actives 0.3% (n = 370,000); also: potency is read from the fitted curve at half-maximal effect; % is scaled to controls: 0 for no effect and ±100 for the full control effect; nearly all actives have a fitted effect of over 60% in size; many of its hits are not listed in these tables
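Agonist response is measured as cAMP accumulation in an RXFP1-transfected HEK293T line under PDE4 inhibition. Values are scaled between buffer-only and 29 nM porcine relaxin, and EC50s come from standard Hill equation fits.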
TRHR agonist – activates the human TRH receptor | P34981 | TRHR cells, calcium flux fluo-8, FDSS agonist mode | activation, % at 2 µM | actives 0.18% (n = 360,000) | AID 493084; in the data active = activation above about 30%; also: 0% is about no effect
Target sequence (P34981 whole entry, looked up): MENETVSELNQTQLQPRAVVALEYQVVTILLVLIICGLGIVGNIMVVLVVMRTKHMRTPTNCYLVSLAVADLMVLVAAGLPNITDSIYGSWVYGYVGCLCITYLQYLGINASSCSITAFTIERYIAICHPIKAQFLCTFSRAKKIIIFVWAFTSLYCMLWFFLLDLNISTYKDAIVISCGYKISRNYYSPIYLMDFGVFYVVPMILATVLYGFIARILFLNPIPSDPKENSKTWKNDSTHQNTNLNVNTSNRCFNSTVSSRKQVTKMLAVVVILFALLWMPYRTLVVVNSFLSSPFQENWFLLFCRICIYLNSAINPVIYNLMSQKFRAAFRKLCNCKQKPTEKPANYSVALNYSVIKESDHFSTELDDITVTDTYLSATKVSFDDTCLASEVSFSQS
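Fluo-8-loaded TRHR cells; 10 s baseline, compound added, kinetic Ca2+ fluorescence read 1/s, agonist mode.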
D1 potentiator – potentiators of human D1 dopamine receptor. P21728. HEK293 TREx D1 cells, calcium flux, dopamine EC20 potentiation. potentiation, % at 10 µM. actives 0.036% (n = 360,000). AID 504651; in the data active = potentiation above about 30%; also: 0% is about no effect
TRHR enhancer – allosterically enhances the human TRH receptor | actives 0.66% (n = 360,000) | TRHR cells, fluo-8 calcium fluorescence, EC20 TRH enhancement | AID 493056 | enhancement, % at 2 µM | P34981; in the data active = enhancement above about 30%; also: 0% is about no effect
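TRHR-expressing cells loaded with fluo-8 calcium dye were read kinetically (ex 480/em 530) during compound addition, then stimulated with an EC20 of TRH (10 nM final). Enhancement of the Gq-mediated intracellular calcium response was scored.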
D1 agonist – agonists of human D1 dopamine receptor | actives 1% (n = 360,000) | activation, % at 2 µM | HEK293 T-REx D1 cells, calcium flux, agonist mode; in the data active = activation above about 30%; also: 0% is about no effect
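Agonism was scored from calcium flux recorded over 180 s (1 read/s) after pintool compound addition, following a 10-cycle baseline. Cells were inducible force-coupled HEK293 TREx D1, plated overnight at 30 C and loaded with no-wash calcium dye.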
RXFP1 antagonist – blocks the human relaxin receptor RXFP1; Q9HBX9; HEK293-RXFP1, relaxin-stimulated cAMP HTRF, 30 min; stronger effect = lower value; activity change, negative = inhibition, % at 57.5 µM; actives 0.59% (n = 350,000); AID 1259400;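 active = activity change of -60% or lower, but not beyond a set lower limit; inconclusive = change between -60% and -40%, or beyond the set limit; inactive = change above -40%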; also: % is scaled to controls: 0 for no effect and ±100 for the full control effect
D1 antag – blocks dopamine activation of the human D1 receptor; P21728; HEK293 TREx D1 cells, calcium flux, dopamine EC80; stronger effect = lower value; activity change, negative = inhibition, % at 10 µM; actives 3.2% (n = 360,000); AID 504652; in the data active = activity change below about -30%; also: % is scaled to controls: 0 for no effect and ±100 for the full control effect
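Tetracycline-induced HEK293 Trex D1 cells, force-coupled to calcium, dye-loaded; compounds added and read 180 s, then EC80 dopamine added and calcium flux tracked kinetically another 180 s.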
D2 PAM – positive allosteric modulators of human D2 dopamine receptor | HEK293 T-REx D2, calcium flux, EC20 dopamine potentiation | potentiation, % at 10 µM | P14416 | actives 0.34% (n = 340,000) | AID 485347;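 active = potentiation over 3 SD above the plate norm, cut at about 30% in these data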; also: 0% is about no effect
Target sequence (P14416 whole entry, looked up): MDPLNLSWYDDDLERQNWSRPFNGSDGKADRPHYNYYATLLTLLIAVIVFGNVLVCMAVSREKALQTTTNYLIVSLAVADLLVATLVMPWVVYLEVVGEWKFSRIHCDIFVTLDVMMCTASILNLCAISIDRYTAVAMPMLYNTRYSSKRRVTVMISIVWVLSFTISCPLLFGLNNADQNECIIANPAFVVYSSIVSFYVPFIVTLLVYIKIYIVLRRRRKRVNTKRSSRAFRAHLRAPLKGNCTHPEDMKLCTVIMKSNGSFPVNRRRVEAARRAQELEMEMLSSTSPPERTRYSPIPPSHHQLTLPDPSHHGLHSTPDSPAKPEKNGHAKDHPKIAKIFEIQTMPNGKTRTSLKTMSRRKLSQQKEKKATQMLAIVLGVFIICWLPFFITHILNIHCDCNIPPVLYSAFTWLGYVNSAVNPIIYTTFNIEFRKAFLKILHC
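Calcium flux readout, no-wash dye, 1 read/s. Inducible HEK293 Trex D2 line, overnight 30 C. Compound alone 180 s (agonist flags), then EC20 dopamine, another 180 s to score potentiation.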
Starred values were filed as active, the others as inactive; ? = inconclusive; . = no result given; & = joins results of further samples. Unless noted, calls follow the shape of the dose curve; as a rule, active = well fitted curve in the direction sought with a large enough effect; inconclusive = small, poorly fitted or top-dose-only effect, or another doubt; inactive = no such curve, though single readings can be large; an effect the other way counts as inactive or inconclusive. These rows are one share of the data (hit frequency here may not be typical).

Results follow in this order: Apoferritin bind, RXFP1 ag, TRHR agonist, D1 potentiator, TRHR enhancer, D1 agonist, RXFP1 antagonist, D1 antag, D2 PAM
CCOC(=O)CN1C(=O)CCSc2ccc(Cl)cc21
→ -9%, 0.5%, -0.7, -3, 0, 1, -21, 3, -8
O=C1NC(Cc2ccccc2)c2nc3ccc(Cl)cc3c(=O)n2-c2ccc(Cl)cc21 (stereo not drawn)
→ ., -0.1%, 0.1, 6, -5, 0, ., 10, -8
O=C(c1cccs1)N1CCCc2ccccc21
→ ?, 1.5%, -0.2, -2, 2, 10, 22, -10, 27
O=C(NCc1ccccc1F)C1CCCN1C(=O)Nc1ccc(F)cc1 (stereo not drawn)
→ 4%, 0.9%, 0.2, -3, -6, 0, 4, -10, 0
CCN(CC)CCOC(=O)c1ccc(NC(=O)C(C)NC(=O)C23CC4CC(CC(C4)C2)C3)cc1 (stereo not drawn)
→ ?, 1.8%, 1.0, -7, 1, 7, ., -22, 4
COc1ccc(/C=N/Nc2cc(C)nc(-n3nc(C)cc3C)n2)c(OC)c1
→ 6%, 0.5%, -1.0, 3, 4, 1, ?, 3, -6
O=C(CCn1c(=O)c2cccn2c2cccnc21)NCc1ccccc1F
→ 1%, 10%, -0.4, 2, 4, -1, -2, 1, -4
COCCN(CC(=O)NCC1CCCO1)C(=O)CCC(=O)Nc1ccccn1 (stereo not drawn)
→ -7%, 0.7%, 0.0, 0, -2, 0, -23, 6, 1
O=C(O)CCN1C(=O)c2ccc(Oc3ccc4c(c3)C(=O)N(CCC(=O)O)C4=O)cc2C1=O
→ 0%, 0.4%, 0.3, -2, 1, 1, 0, -5, 0
CC(C)n1cnc2c(=S)nc[nH]c21
→ 3%, 5.7%, 0.5, -6, 5, 2, 16, 6, 3
CC(=O)c1c(C(C)=O)c(C)n(-c2nc(-c3cccs3)c(C)s2)c1C
→ -6%, -0.6%, -1.0, -2, 0, 8, 11, -1, .
CCOC(=O)N1CCN(C(=O)c2ccc3c(=O)n(CCc4ccc(OC)c(OC)c4)c(=O)[nH]c3c2)CC1
→ -5%, -0.3%, 0.2, 1, 11, 2, 6, -2, -2
CCOc1ccc(-c2c(C)sc3nc[nH]c(=O)c23)cc1
→ ?, 5.3%, -0.5, -3, -4, 1, -15, -14, -3
CC(C)(C)n1c(O)c2ccc(C(=O)N=NC(=O)c3ccccc3)cc2c1O
→ ?, 1.9%, -0.6, 0, 2, 9, -6, -31*, 3
CCc1ccccc1Nc1nn2c(=O)c3ccc(C(=O)NCc4ccccc4Cl)cc3nc2s1
→ 6%, ?, 1.1, 1, -2, 5, ., -3, 2
CCC(COC(=O)Nc1ccccc1)NC(=O)OC(C)C (stereo not drawn)
→ -7%, 1.1%, 0.2, -3, 21, 3, 3, -7, 3
CC(=O)c1ccc(NC(=O)/C(Cl)=C/c2ccccc2)cc1
→ 2%, -5.9%, -0.2, -4, -3, 2, -2, -6, -1
CCCC(=O)Nc1ccc(C(=O)NNC(=O)c2ccco2)cc1
→ -8%, -6.1%, -0.5, 2, 2, 6, 1, 17, 24
CCc1ccc(-c2csc3ncn(Cc4ccc(C(=O)O)cc4)c(=O)c23)cc1
→ -9%, 3.6%, 0.2, -7, -4, 0, -13, -2, 7
CN1C(C(=O)Nc2ccc(C(=O)O)cc2)=C(O)c2ccccc2S1(=O)=O
→ ., 3.0%, -0.1, 0, -1, 0, -4, -4, 6

Reformatted comma-delimited: part of the list above.
molecule,Apoferritin bind,RXFP1 ag,TRHR agonist,D1 potentiator,TRHR enhancer,D1 agonist,RXFP1 antagonist,D1 antag,D2 PAM
O=C(CCn1c(=O)c2cccn2c2cccnc21)NCc1ccccc1F,1%,10%,-0.4,2,4,-1,-2,1,-4
COCCN(CC(=O)NCC1CCCO1)C(=O)CCC(=O)Nc1ccccn1 (stereo not drawn),-7%,0.7%,0.0,0,-2,0,-23,6,1
O=C(O)CCN1C(=O)c2ccc(Oc3ccc4c(c3)C(=O)N(CCC(=O)O)C4=O)cc2C1=O,0%,0.4%,0.3,-2,1,1,0,-5,0
CC(C)n1cnc2c(=S)nc[nH]c21,3%,5.7%,0.5,-6,5,2,16,6,3
CC(=O)c1c(C(C)=O)c(C)n(-c2nc(-c3cccs3)c(C)s2)c1C,-6%,-0.6%,-1.0,-2,0,8,11,-1,.
CCOC(=O)N1CCN(C(=O)c2ccc3c(=O)n(CCc4ccc(OC)c(OC)c4)c(=O)[nH]c3c2)CC1,-5%,-0.3%,0.2,1,11,2,6,-2,-2
CCOc1ccc(-c2c(C)sc3nc[nH]c(=O)c23)cc1,?,5.3%,-0.5,-3,-4,1,-15,-14,-3
CC(C)(C)n1c(O)c2ccc(C(=O)N=NC(=O)c3ccccc3)cc2c1O,?,1.9%,-0.6,0,2,9,-6,-31*,3
CCc1ccccc1Nc1nn2c(=O)c3ccc(C(=O)NCc4ccccc4Cl)cc3nc2s1,6%,?,1.1,1,-2,5,.,-3,2
CCC(COC(=O)Nc1ccccc1)NC(=O)OC(C)C (stereo not drawn),-7%,1.1%,0.2,-3,21,3,3,-7,3
CC(=O)c1ccc(NC(=O)/C(Cl)=C/c2ccccc2)cc1,2%,-5.9%,-0.2,-4,-3,2,-2,-6,-1
CCCC(=O)Nc1ccc(C(=O)NNC(=O)c2ccco2)cc1,-8%,-6.1%,-0.5,2,2,6,1,17,24

Continued:
Results follow in this order: Apoferritin bind, RXFP1 ag, TRHR agonist, D1 potentiator, TRHR enhancer, D1 agonist, RXFP1 antagonist, D1 antag, D2 PAM
Cc1ccc(-n2nnnc2SCC(=O)NC(C(=O)O)(c2ccccc2)c2ccccc2)cc1C
→ 1%, -2.3%, -0.1, -4, 15, 0, -6, -3, -10
CCCCOc1ccc(C(=O)NCC(=O)NCc2ccncc2)cc1
→ ., 0.5%, -0.2, 2, 3, 2, 10, -4, -7
C/C(=N\NC(=O)c1ccn(C)n1)c1ccc(NC(=O)C2CCC2)cc1
→ -7%, -1.0%, -0.3, -4, -3, 3, 4, 13, 3
O=C(CSCc1cccc(Cl)c1)OCc1nc2ccsc2c(=O)[nH]1
→ ., -0.5%, -0.5, 8, 10, 4, -7, 2, -1
Cc1ccc(CN(C)C(=O)C2CCC(=O)N(C3CCCCCC3)C2)cc1 (stereo not drawn)
→ -7%, -0.5%, -0.1, 1, 2, 0, -2, 3, -2
CCOC(=O)C1CCCN(c2nc3c(S(=O)(=O)c4ccc(Br)cc4)nnn3c3ccsc23)C1 (stereo not drawn)
→ 6%, 24%, 0.8, -3, 3, 4, -9, -2, -2
CCCCNC(=O)c1cn(C)c2ccc(S(=O)(=O)N3CCCC3)cc2c1=O
→ -2%&-15%, 2.6%&0.8%, 0.2&-0.5, -2&-1, -7&0, 3&-1, 3&-7, -2&11, -9
CC1Cc2cc(/C(O)=C3/C(=O)C(=O)N(Cc4ccco4)C3c3cccs3)ccc2O1 (stereo not drawn)
→ -11%, 23%, 0.2, 9, 0, -1, 22, 14, -1
OCCC1CN(Cc2c(O)ccc3ccccc23)CCN1CCc1ccccc1 (stereo not drawn)
→ ?, -0.7%, 0.3, -6, 4, 3, -3, 2, -21
Cc1nc2ccc(F)cc2cc1C(=O)NCC1CCCO1 (stereo not drawn)
→ -3%, 1.6%, 0.9, -4, -8, 2, ., -11, 8

Whole records, looked up by structure. Values in the order: Apoferritin bind, RXFP1 ag, TRHR agonist, D1 potentiator, TRHR enhancer, D1 agonist, RXFP1 antagonist, D1 antag, D2 PAM
CCCCNC(=O)c1cn(C)c2ccc(S(=O)(=O)N3CCCC3)cc2c1=O in the list: -2%&-15%, 2.6%&0.8%, 0.2&-0.5, -2&-1, -7&0, 3&-1, 3&-7, -2&11, -9
Cc1ccc(-n2nnnc2SCC(=O)NC(C(=O)O)(c2ccccc2)c2ccccc2)cc1C in the list: 1%, -2.3%, -0.1, -4, 15, 0, -6, -3, -10

(listing goes on)
Results follow in this order: Apoferritin bind, RXFP1 ag, TRHR agonist, D1 potentiator, TRHR enhancer, D1 agonist, RXFP1 antagonist, D1 antag, D2 PAM
COc1ccccc1-c1c(C)nn2c(N3CCN(c4ccc(Cl)cc4)CC3)cc(C)nc12
→ -11%, 0.2%, 0.3, -5, -2, 2, 0, 13, -4
Cn1nnnc1Sc1c(Cl)cccc1[N+](=O)[O-]
→ 7%, 0.5%, 0.2, 6, 26, 0, -16, 9, -3
S=c1[nH]nc(-c2ccccn2)n1/N=C/c1c(Cl)cccc1Cl
→ -4%, 0.9%, 0.1, 3, 1, 3, -19, -1, -2
Cc1ccc(N(CC(=O)N2CCN(Cc3ccccc3)CC2)S(C)(=O)=O)cc1C
→ -5%, 1.2%, 0.2, 0, 0, 5, 11, 13, -16
CC1(C)CC(N(Cc2ccc(F)cc2)C(=O)c2ccc(F)cc2)CCO1 (stereo not drawn)
→ -7%, 1.8%, 0.3, -2, -4, -1, 4, 2, -6
Cc1oc2ccc(O)c(CN3CCOCC3)c2c1C(=O)Nc1cccc(Cl)c1C
→ -14%, 1.6%, -0.2, -1, -1, -1, 3, -1, 9
COc1cccc(/C=N/NC(=O)c2[nH]nc3c2CCc2ccccc2-3)c1O
→ -14%, 0.3%, 6.6, -3, -10, 22, -31, 0, 10
O=C(c1ccccc1)C1CCN(C(=O)c2c(F)cccc2F)CC1
→ -6%, -2.7%, -1.9, 7, 15, 1, 2, 2, -2
O=C(O)c1oc2ccccc2c1CSCc1ccccc1
→ -6%, -0.2%, -0.4, -2, -2, 1, -13, 2, -3
